# MDM2 E3 inh – blocks human Mdm2 ubiquitin ligase activity. Q00987. cell-based MDM2 ubiquitination luciferase reporter, 2 h; 0 = plate control, 100 = twice control, blank-subtracted. signal enhancement, % at 5 µM. 0.11% of 210,000 active. AID 1230;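 active = signal enhancement of 30% or more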;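 also: luminescence tracks abundance of the self-degrading MDM2-luciferase fusion protein; higher signal means inhibition of MDM2 E3 ligase activity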
#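 system = mammalian cells stably expressing self-ubiquitinating, self-degrading MDM2 E3–luciferase fusion | quantity = 2000 cells per well seeded | incubation = 4 h cell settling then 2 h compound exposure, 37 °C | signal = SteadyLite luminescence, 15 min reagent step | benchmarks = plate control and blank wells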
# p97 inhibitor – human p97 ATPase inhibition | recombinant p97 ATPase, Kinase-Glo ATP luminescence, 3 h | inhibition, % at 8 µM | 0.42% of 220,000 active | AID 1481; in the data active = inhibition above about 15%;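 also: 0% = DMSO vehicle and 100% = wells lacking enzyme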
# NPY-Y1 antag – antagonists of human neuropeptide Y receptor Y1; inhibition, % at 3.6 µM; 1% of 200,000 active; HEK293-CNG Y1 cells, membrane potential fluorescence; NPY at EC95, then isoproterenol; AID 1040; P25929;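 active = inhibition above the campaign mean inhibition of all tested compounds plus 3 SD, cut at about 20% in these data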;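 also: 0% = DMSO wells given NPY plus isoproterenol and 100% = isoproterenol alone without NPY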
#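 Test system – HEK293 Y1/CNG channel cell line · Also added – NPY agonist 25 nM, then isoproterenol 1 µM plus Ro 20-1724 25 µM · Compound dosing – one concentration, 3.6 µM, in 0.4% DMSO · Schedule – compound incubation 1 h at room temperature, readout 45 min post-stimulation · Technique – fluorescence, membrane potential probe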
# RBBP9 inh – human RBBP9 hydrolase inhibition | 0.2% of 220,000 active | recombinant RBBP9, FP-Rh probe fluorescence polarization | O75884 | AID 1515 | inhibition, % at 7.94 µM;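 active = inhibition above the campaign mean of all tested compounds plus 3 SD, cut at about 14% in these data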;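 also: plate controls were DMSO wells with RBBP9 for no effect and wells lacking RBBP9 protein for full effect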
# Target sequence (O75884 whole entry, looked up): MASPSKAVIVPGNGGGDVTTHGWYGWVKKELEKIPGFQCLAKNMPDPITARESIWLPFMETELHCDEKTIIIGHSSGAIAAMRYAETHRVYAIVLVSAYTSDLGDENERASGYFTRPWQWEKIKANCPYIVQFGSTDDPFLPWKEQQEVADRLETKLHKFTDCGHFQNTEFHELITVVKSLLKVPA
#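 Measured by – fluorescence polarization · Test system – RBBP9 protein · Input – 2.5 µM RBBP9 dispensing solution, before mixing · Measure – percent inhibition from mP, scaled between DMSO and no-protein wells · Benchmarks – DMSO-treated enzyme wells and wells lacking RBBP9 · Times – preincubation 30 min plus labeling 45 min at 25 °C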
# Runt-SMMHC FRET – Runt domain-CBFb-SMMHC interaction inhibition | Cerulean-Runt/Venus-CBFb-SMMHC FRET ratio 530/480, 1 h | inhibition, % at 20 µM | AID 1434 | 0.74% of 220,000 active | Q01196+Q13951;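 active = mean inhibition across duplicate retests at 20 µM reaching about 50%, limit read from the data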;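 also: 0% = DMSO wells and 100% = wells with excess untagged CBFb-SMMHC; inhibitors lower the FRET ratio by blocking Runt binding to CBFb-SMMHC; some results filed as inactive read as strong as hits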
# Target sequence (Q01196 whole entry, looked up, the tested form may be a part): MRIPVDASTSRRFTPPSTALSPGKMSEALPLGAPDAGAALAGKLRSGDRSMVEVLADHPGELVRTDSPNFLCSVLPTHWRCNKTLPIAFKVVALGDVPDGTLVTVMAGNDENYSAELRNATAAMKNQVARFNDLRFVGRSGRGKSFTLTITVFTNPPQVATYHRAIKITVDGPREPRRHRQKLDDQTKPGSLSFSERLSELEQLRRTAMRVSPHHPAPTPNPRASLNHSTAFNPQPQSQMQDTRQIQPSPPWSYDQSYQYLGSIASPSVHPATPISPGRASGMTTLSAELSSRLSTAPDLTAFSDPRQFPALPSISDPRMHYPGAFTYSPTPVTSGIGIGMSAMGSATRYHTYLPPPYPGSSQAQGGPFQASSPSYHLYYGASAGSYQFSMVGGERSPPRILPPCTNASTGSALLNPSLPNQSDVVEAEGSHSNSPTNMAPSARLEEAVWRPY
# Target sequence (Q13951 whole entry, looked up, the tested form may be a part): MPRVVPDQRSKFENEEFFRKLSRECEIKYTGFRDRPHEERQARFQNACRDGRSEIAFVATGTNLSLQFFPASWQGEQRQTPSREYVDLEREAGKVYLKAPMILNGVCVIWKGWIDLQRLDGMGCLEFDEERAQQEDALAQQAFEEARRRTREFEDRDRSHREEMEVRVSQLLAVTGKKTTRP
# Runt-CBFb FRET – inhibitors of human RUNX1 Runt domain binding to CBFb | Q01196+Q13951 | Cerulean-Runt/Venus-CBFb FRET ratio 530/480, 1 h | inhibition, % at 20 µM | 0.46% of 220,000 active;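 active = inhibition over about 50% at 20 µM in the single-dose screen, limit read from the data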;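 also: 0% = DMSO wells and 100% = excess unlabeled CBFb competitor control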
#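 Assay system: Cerulean-Runt domain / Medium: Tris 50 mM pH 7.5, KCl, K2SO4, 0.01% BSA / Timing: protein complex preformed 1 h, compound exposure 1 h, room temperature, dark / Measured by: FRET, excitation 422 nm, emission at 530 and 480 nm / Evaluation: loss of energy transfer signal / Control set: 5 µM unlabeled CBFb as full-inhibition high control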
# NPY-Y2 PAM-ag – human NPY-Y2 potentiation or agonism, primary screen; cells expressing NPY-Y2, potentiator/agonist read-out; activation, % at 3.6 µM; 0.45% of 220,000 active; in the data active = activation above about 27%;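 also: cells stimulated with NPY near EC25 plus isoproterenol at EC100; 0% = vehicle plus submaximal agonist and 100% = vehicle plus saturating agonist; some results beyond the cut were filed as inactive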
# NPY1 pot ag – potentiates or activates human NPY-Y1 receptor | P25929 | NPY-Y1 expressing cells, potentiator/agonist activation | activation, % at 3.6 µM | 0.37% of 220,000 active; in the data active = activation above about 33%, passing the limit was not always enough;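 also: cells stimulated with NPY at EC10 then isoproterenol at EC100; 0% = low agonist plus stimulus and 100% = saturating agonist plus stimulus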
# Hck-Nef inh – blocks Nef-activated human Hck kinase | P08631 | Recombinant Hck-YEEI plus Nef, Z-Lyte FRET kinase assay | inhibition, % at 20 µM | 0.68% of 220,000 active;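 active = Hck-Nef kinase inhibition above about 50%, limit read from the data; inactive = inhibition below that limit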;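 also: 0% = DMSO with Hck plus Nef and 100% = Hck alone without Nef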
# Numbers without * were called inactive; . = no result given. Hits appear at their usual frequency; about 3.5% have a hit in one of these screens.
SMILES,MDM2 E3 inh,p97 inhibitor,NPY-Y1 antag,RBBP9 inh,Runt-SMMHC FRET,Runt-CBFb FRET,NPY-Y2 PAM-ag,NPY1 pot ag,Hck-Nef inh
Cc1cc(F)ccc1NCc1cccnc1,-18,0,1,-5,3,0,11,22,2
O=C(Cn1nc(Cl)nc1Cl)c1ccc2c(c1)OCCO2,-18,3,6,-7,2,0,-22,-16,0
COc1ccc(C2CC(c3ccc(Br)cc3)=NN2C(=O)CN2CCCC2)cc1 (configuration not stated),1,-4,.,-10,1,1,-41,-39,13
CCC(=O)c1c[nH]c(C(=O)NCCCn2ccnc2)c1,-3,-1,-2,-8,-1,2,27,35,0
COCCNC(=O)CSc1nc2ccccc2c(=O)n1CCCC(=O)NCc1ccccc1,-7,3,-3,-2,-1,0,-8,-18,3
COc1ccc(C(C)=O)cc1CSc1nnc(Nc2ccc(C)cc2C)s1,-8,-2,3,-5,-2,-1,-10,-13,1
O=C(CNS(=O)(=O)c1ccc(F)cc1)Nc1ccc(C(F)(F)F)cc1,-13,0,-3,-7,3,-1,13,24,-4
Cc1cc2cc(C)c(NCCNC(=O)c3ccccc3Cl)nc2cc1C,-11,0,18,-9,-5,-3,-20,-31,-2
Cc1cc(C)cc(C(=O)O/N=C(\N)c2ccc(Br)cc2)c1,-20,4,6,2,-3,-1,-4,-15,2
CCCOc1ccc(/C(O)=C2/C(=O)C(=O)N(CCN(C)C)C2c2ccco2)cc1 (configuration not stated),-13,-3,3,7,-2,3,0,-9,6
COc1ccc2c(C)nc(N/C(N)=N/S(=O)(=O)c3ccc(C)cc3)nc2c1,-6,1,4,4,-3,-4,6,5,18
O=[N+]([O-])c1ccc2c(c1)/C(=N\O)c1ccccc1-2,-3,3,.,-11,1,2,-24,0,23
CCCc1[nH]n(-c2nc3ccccc3s2)c(=O)c1C=NCC1CCCO1 (configuration not stated),-7,-2,-1,-7,-6,-4,15,21,1
COC(=O)N/N=C/c1ccc(OS(=O)(=O)c2ccc(C)cc2)c(OC)c1,-4,3,-1,2,1,-5,11,-5,24
Cc1nc2ccc(CCO)cc2s1,-7,-9,0,-3,0,0,-10,-16,-1
COc1ccc(S(=O)(=O)NCCCN2CCOCC2)c2ccccc12,7,3,7,-3,1,2,4,-6,2
Cc1cc2cc(CNC(=O)c3ccc(S(=O)(=O)N4CCCCC4)cc3)ccc2[nH]1,3,5,5,-9,-13,-2,-17,9,0
Cc1cc2cc(CCNC(=O)c3c(-c4ccccc4Cl)noc3C)c(=O)[nH]c2cc1C,-12,0,12,1,1,-1,12,-3,-5
CC(CN1CCCCC1)OC(=O)c1ccc(Cl)cc1Cl (configuration not stated),-2,4,3,-8,0,0,-10,-8,-2
CC(Oc1ccccc1)C(=O)N1CCN=C1SCc1cccc(F)c1 (configuration not stated),.,-3,.,-1,0,0,-16,-19,22
CCOC(=O)C1CCN(C(=O)c2c(-c3ccccc3)noc2C)CC1,-2,3,1,-12,-4,2,-9,15,20
COc1ccc(-n2c(=S)[nH]c3ncccc3c2=O)cc1,-9,8,.,-6,-2,-1,2,23,5
CCNC(=O)Nc1ccc(-n2nc(C)c(C(=O)OCC)c2C)nc1,0,0,-3,2,-1,0,-5,-10,25
O=C(CN1C(=O)/C(=C/c2cccc(Br)c2)SC1=S)NC1=NCCS1,-15,2,0,-6,-13,-2,-13,5,30
O=C(N1CCOCC1)N(Cc1cccs1)C1CCCC1,-17,9,1,3,13,-3,14,10,-2
O=C(NN1C(=O)c2ccccc2C1=O)c1ccc2c(c1)C(=O)N(CC1CCCO1)C2=O (configuration not stated),-5,2,.,-6,-1,1,-7,-11,17
CCOc1cccc(-c2cc(-c3n[nH]c(=S)n3CC)c3ccccc3n2)c1,-8,3,1,-7,-2,8,-25,-31,0
O=C(NCc1cccc(C(F)(F)F)c1)C1CCN(c2ncccn2)CC1,-10,-4,5,-6,3,-2,-17,-21,2
Cc1cccnc1NC(=O)Cn1nc([N+](=O)[O-])cc1C,-3,6,3,2,-1,0,4,14,15
Cc1cccc(N2C(=O)C(Oc3ccc(Cl)cc3Cl)C2C(=O)O)c1C (configuration not stated),-14,4,11,-3,-5,-4,-10,-16,2

# Arranged by molecular weight (smallest number first): part of the list above
SMILES,MDM2 E3 inh,p97 inhibitor,NPY-Y1 antag,RBBP9 inh,Runt-SMMHC FRET,Runt-CBFb FRET,NPY-Y2 PAM-ag,NPY1 pot ag,Hck-Nef inh
O=C(N1CCOCC1)N(Cc1cccs1)C1CCCC1,-17,9,1,3,13,-3,14,10,-2
O=C(NCc1cccc(C(F)(F)F)c1)C1CCN(c2ncccn2)CC1,-10,-4,5,-6,3,-2,-17,-21,2
CCOc1cccc(-c2cc(-c3n[nH]c(=S)n3CC)c3ccccc3n2)c1,-8,3,1,-7,-2,8,-25,-31,0
O=C(CN1C(=O)/C(=C/c2cccc(Br)c2)SC1=S)NC1=NCCS1,-15,2,0,-6,-13,-2,-13,5,30

# (listing goes on)
SMILES,MDM2 E3 inh,p97 inhibitor,NPY-Y1 antag,RBBP9 inh,Runt-SMMHC FRET,Runt-CBFb FRET,NPY-Y2 PAM-ag,NPY1 pot ag,Hck-Nef inh
CC(C)C(OC(=O)c1cccs1)C(=O)NCc1ccccc1 (configuration not stated),-18,3,9,-4,5,-1,-10,14,19
Cc1ccc(-c2c3c(=O)n(C)c(=O)n(C)c3cn2-n2cnnc2)cc1,2,-3,-1,-6,-2,-5,-12,13,-1
C/C(Cl)=C/Cn1c(SCc2ccc(Cl)cc2)nc2c1c(=O)[nH]c(=O)n2C,-29,1,4,1,-1,0,-7,-1,10
Cc1cccc(-n2c(=O)c3c(C)c(C)sc3n(CC(N)=O)c2=O)c1,0,3,-2,-14,-4,1,11,1,-3
Cc1ccc(NC(=S)Nc2ccc3[nH]c(=O)[nH]c3c2)cc1C,-7,3,.,2,0,4,-4,10,6
CCN(CC)Cc1cc(C(C)=O)ccc1O,-8,2,-2,13,4,-1,-19,-34,-18
Oc1ccc(Br)cc1/C=N/Nc1nc(N2CCCCC2)nc(N2CCOCC2)n1,-1,2,0,5,2,-1,3,13,26
COc1cc2c(cc1OC)-c1cc(OCc3cccnc3)nc(=O)n1CC2,20,1,0,-10,2,0,-4,4,2
COc1ccc(Cc2nnc(SCC(=O)N3CCc4ccccc4C3)o2)cc1,4,-8,5,-2,37,-2,-41,-18,0
CC(C)Oc1nc(-c2ccccc2Cl)nc2ccccc12,-3,-7,.,-15,0,-1,16,-24,8
CCC(CC)C(=O)c1c[nH]c(C(=O)O)c1,-22,-5,4,-5,2,1,5,-8,15
COc1ccc(NC(=S)Nc2ncccc2C)cc1OC,-8,-2,1,1,0,4,-5,10,9
CCCn1c(CNc2ccc(Br)cc2)nc2ccccc21,-9,0,-1,0,4,1,22,33,13
CC(C)c1cc(NC(=O)CCl)on1,-5,-4,0,-3,-1,0,9,21,12
COc1ccc(-n2nnnc2SCC#CCO)cc1,6,0,-1,1,-6,4,0,10,1
Cc1cc(C)c[n+](CC(=O)c2cc3ccccc3oc2=O)c1,-39,-2,3,-1,-3,-2,-16,-14,0
C/C(=N\N=c1/scc(C)n1Cc1ccco1)c1cccc([N+](=O)[O-])c1,-15,-1,-4,-7,1,-6,-3,-28,2
Cn1c(NC(=O)CC2CCCCC2)cc(=O)n(C)c1=O,-7,.,.,.,1,2,.,.,36
Cc1ccc(Oc2ncnc3sccc23)cc1,0,-8,-7,-5,5,-1,10,9,-2
CC(NC(=O)C1CCCN(S(=O)(=O)c2cccs2)C1)c1ccccc1 (configuration not stated),-18,7,2,-1,0,-2,-4,16,23
CCN1C(=O)S/C(=C/c2ccsc2)C1=O,-14,0,6,11,-1,3,5,-14,0
CCOC(=O)C1CCCN(c2c(NCCc3ccc(S(N)(=O)=O)cc3)c(=O)c2=O)C1 (configuration not stated),-12,8,2,-3,3,0,-4,11,0
CNC(=O)c1nnn(Cc2ccccc2)c1NC(C)=O,-13,0,3,2,-1,0,-6,-8,3
Cc1ccc(CNCC(O)(c2ccccc2)c2ccc(F)cc2)cc1 (configuration not stated),-5,1,11,5,0,0,-23,-28,2
CC(C)S(=O)(=O)c1csc(C(=O)NN)c1-n1cccc1,-14,-5,.,-10,1,0,-3,-3,4
CCOC(=O)C(=CNc1cc(C)nn1-c1ccc(C)cc1)C(=O)OCC,-2,-8,9,-6,3,-8,36*,15,-4
O=C(O)C1CCCN1S(=O)(=O)c1cc(Cl)ccc1Cl (configuration not stated),0,12,1,2,-5,-2,-12,33,0
COc1ccccc1-c1ccc(/C=C2\C=CC(=O)O2)o1,-16,5,.,-6,81,-73,6,3,1
O=C(Cc1csc(Nc2nc(=S)[nH]c3ccccc23)n1)NCc1ccc(Cl)cc1,-4,9,-2,-5,-20,-11,-2,2,23
Cc1ccc2cc(C#N)c(NCc3ccccc3)nc2c1,-16,-2,0,-7,24,9,-12,-24,21
O=C(O)C1CCCCC1C(=O)Nc1ccc(F)cc1F (configuration not stated),-14,3,-1,0,5,-4,-1,5,3
CC1(C)COC(c2cccn2Cc2ccccc2Cl)=N1,-15,-5,6,-10,2,-2,0,-39,-3
c1cnc(NC2C3CC4CC(C3)CC2C4)nc1 (configuration not stated),-19,-1,5,-3,4,2,3,10,-1
Cc1ccc(NC(=O)c2ccc([N+](=O)[O-])o2)cc1S(=O)(=O)N1CCOCC1,-3,8,4,-8,-1,-1,14,6,29
O=c1c2ccccc2c(C=Nc2cccc(O)c2)c(O)n1-c1ccc2c(c1)OCO2,-18,5,-11,-2,-23,-11,1,11,15
COc1ccccc1Nc1ncc(C(C)=O)c(C)n1,-3,0,-6,-12,-1,-1,12,0,3
Nc1cc(S(=O)(=O)Nc2ccccc2Cl)ccc1N1CCOCC1,1,4,2,-9,-2,0,12,-3,24
CC1(C)Cc2c(sc3nc(SCC(=O)O)[nH]c(=O)c23)CO1,0,5,-3,-10,-2,0,-3,-2,-7

# 3 of the entries above in order of the p97 inhibitor value, low to high:
SMILES	p97 inhibitor	NPY-Y1 antag	RBBP9 inh	Runt-SMMHC FRET	Runt-CBFb FRET	NPY-Y2 PAM-ag	NPY1 pot ag	Hck-Nef inh
c1cnc(NC2C3CC4CC(C3)CC2C4)nc1 (configuration not stated)	-1	5	-3	4	2	3	10	-1
COc1ccccc1Nc1ncc(C(C)=O)c(C)n1	0	-6	-12	-1	-1	12	0	3
Nc1cc(S(=O)(=O)Nc2ccccc2Cl)ccc1N1CCOCC1	4	2	-9	-2	0	12	-3	24
